NS5 inhibitors: flavivirus cap methylation enzyme inhibition – biochemical, confirmation dose response, primary screen (AID 588689); Dengue-2 NS5 methyltransferase capping enzyme assay, biochemical; higher % means a stronger effect; inhibition, % at 25 µM; hits with a dose series show IC50 in µM; 340,000 compounds, 0.3% hits; in the data active means a potency from the dose series; inconclusive means inhibition above about 29% without an active follow-up result
LYP phosphatase: PTPN22 lymphoid phosphatase activity blockers – biochemical, fluorescence intensity, uHTS (AID 1779) | inhibition, % at 11.5 µM, or IC50 in µM where a hit was titrated | recombinant LYP phosphatase, fluorescence intensity; higher % means a stronger effect | 290,000 compounds, 0.054% hits;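 further: plate controls were vehicle with enzyme for no effect and no enzyme for full effect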
NOD2 inhibition: NOD2 signaling inhibitors, cell-based, luminescence, uHTS, HEK293 (AID 1566). HEK293 NOD2/NF-kB luciferase reporter, luminescence; higher % means a stronger effect. 290,000 compounds, 0.63% hits. inhibition, % at 4 µM, or EC50 in µM where a hit was titrated; further: many of its hits are not listed in these tables
Lipid droplet: modulators of hepatic lipid droplet formation; 240,000 compounds, 0.4% hits; AID 1656; AML12 mouse hepatocytes, oleate lipid droplets, BODIPY imaging; inhibition, % at 6.5 µM;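 active means lipid droplet intensity inhibited by at least 50%, with more than 500 cells counted; inconclusive means wells with under 300 cells, treated as cytotoxic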
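Material: mouse AML12 hepatocyte cell line, fixed after treatment; Timing: compound with oleate, overnight; Technique: high-content imaging of BODIPY-stained droplets and DAPI nuclei; Probe or stimulus: oleate, 100 µM final; Dosing: compound at 6.5 µM only.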
Myeloid diff 2: myeloid differentiation induction. ER-HoxA9 myeloid progenitors, lysozyme-GFP differentiation, flow cytometry. 360,000 compounds, 1% hits. calls only at 10 µM;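 active means normalized GFP-positive differentiation at or above the plate's own cutoff, the solvent-only control mean plus 3 SD; inconclusive means no clear call, values can overlap the other calls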;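 further: cells exposed to compound for four days before flow analysis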
Siah-1 displacement: Siah-1 peptide-binding antagonists, primary screen, biochemical, fluorescence polarization, rhodamine-plectin, uHTS (AID 1817) | displacement, % at 20 µM, or IC50 in µM where a hit was titrated | Siah-1 / rhodamine-plectin peptide fluorescence polarization; higher % means a stronger effect | 290,000 compounds, 0.02% hits;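 active means displacement of at least 50% at 20 µM, with a fluorescence ratio check between 0.3 and a set limit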;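 further: plate controls were Siah plus tracer with DMSO for no effect and tracer alone without Siah for full effect; strong numbers were not always called active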
HIV fusion peptide: cell-free HIV fusion peptide-binding blockers – biochemical, uHTS, fluorescence dequenching, primary screen (AID 1986); cell-free peptide binding, fluorescence dequenching, 30 min; higher % means a stronger effect; one-dose inhibition, % at 20 µM; IC50 in µM for titrated hits; 290,000 compounds, 0.3% hits; in the data active means inhibition mostly above about 52%, no sharp cut-off; inactive means mostly below about 76%; further: some results filed as inactive read as strong as hits
AID2073: inhibitors of Mint1-CaV2.2 protein interaction, biochemical, HTRF (AID 2073); HTRF protein-protein interaction, Mint1-CaV2.2; higher % means a stronger effect; inhibition, % at 20 µM; hits with a dose series show IC50 in µM; 290,000 compounds, 0.19% hits; in the data active means inhibition mostly above about 51%, no sharp cut-off; inconclusive means no clear call, values can overlap the other calls; inactive means mostly below about 53%; further: some results filed as inactive read as strong as hits
XIAP displacement: XIAP antagonists, biochemical, IAP family, fluorescence polarization (AID 1018); displacement, % at 20 µM, or IC50 in µM where a hit was titrated; 200,000 compounds, 0.007% hits; XIAP BIR domain, fluorescence polarization peptide displacement; higher % means a stronger effect; in the data active means displacement above about 50%; further: a part of the inactive calls stands beside numbers as strong as those of hits
Lipid droplet cells 6.5 µM: also measured in Lipid droplet; calls as there; cell count; measured here: cell count, cytotoxicity flag;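 cells counted across two imaged fields per well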
NS5 inhibitors pilot replicate: recorded beside NS5 inhibitors, whose call it bears; inhibition, %; measured here: pilot screen replicate inhibition
Myeloid diff 2 GFP+ MAC1+ %: second read-out of Myeloid diff 2, no call of its own (marks repeat the call); GFP+ MAC1+ double positive, %; measured here: differentiation confirmed by MAC1 staining
Active calls of the source: *; i = inactive; ? = inconclusive; . = not tested or not shown. Unless noted, no stated cut-off is given here; in the data, active means inhibition above about 50%; inactive means the rest. A portion of the library; the hit share may differ from the screen's.

SMILES	NS5 inhibitors	LYP phosphatase	NOD2 inhibition	Lipid droplet	Lipid droplet cells 6.5 µM	Myeloid diff 2	Myeloid diff 2 GFP+ MAC1+ %	Siah-1 displacement	HIV fusion peptide	AID2073	XIAP displacement	others
O=C(N/N=C/c1cccc(Oc2ccccc2)c1)c1cc[n+]([O-])cc1	4%	-5%	15%	-9	667	i	0.1	2%	-0.2%	5%	-4.4%
O=C(O)c1cccc(Nc2ncnc3c2cnn3-c2ccccc2)c1	-1%	-2%	-76%	0	764	i	1.2	7%	12%	11%	-9.4%
CC(C)OC(=O)/C(C#N)=C/c1cn(C)c2ccccc12	-7%	-2%	-6%	-4	705	i	0.4	1%	-0.2%	8%	.
CCCCNC(=O)C1c2ccccc2Oc2ccccc21	-4%	-4%	4%	5	717	i	1.1	5%	-2.3%	2%	-9.1%
CCOc1ccc(/C=C/C(=O)c2c(O)c3ccccc3oc2=O)cc1	9%	1%	-144%	.	.	i	0.5	2%	18%	-3%	2.5%
O=C(NC1CCCCC1)N(Cc1ccc(F)cc1)Cc1nc2ccccc2c(=O)[nH]1	4%	8%	10%	-11	754	i	1.0	-9%	-1.1%	0%	-8.9%
CCOc1cc(S(=O)(=O)N2CCCCC2)ccc1Cl	-2%	-4%	12%	.	.	i	0.8	-3%	-2.1%	15%	-21%
CCN(CC)CCN(C)C1CCC(c2ccccc2)CC1 (centres undefined)	4%	-1%	6%	-7	569	i	0.4	-2%	3.5%	-5%	-11%
CCS(=O)(=O)c1ccc2oc(SCC(=O)c3ccco3)nc2c1	12%	-5%	2%	.	.	i	0.0	2%	-0.8%	2%	-3.2%
O=C1CSC(=S)N1c1cccc(F)c1	-3%	-2%	18%	8	829	i	1.0	-8%	-1.2%	0%	.
Cc1cc(=O)oc(C)c1C(=O)NC1CCCCCCC1	0%	2%	5%	-5	693	.	.	1%	0.1%	3%	-3.5%
O=C(NCC1CCCO1)c1ccc(CSCc2cccc(F)c2)o1 (centres undefined)	-5%	2%	-3%	3	667	i	0.3	4%	2.9%	-2%	-4.9%
CCCOc1cccc(C2C(C(=O)c3ccc(C)o3)=C(O)C(=O)N2c2nc(C)c(C(C)=O)s2)c1 (centres undefined)	-2%	-1%	8%	-41	832	i	0.7	-6%	10%	10%	.
Cc1cccc(C)c1OCCCCn1cnc2ccccc2c1=O	-1%	-5%	15%	.	.	i	0.6	-8%	-1.0%	4%	-0.9%
Cc1ccc(C(C)NC(=S)NC2CCCCC2)c(C)c1 (centres undefined)	-7%	-2%	46%	-6	886	i	1.2	2%	-1.0%	0%	.
CCCc1cc(=O)n2[nH]c(NCc3ccc(Cl)cc3Cl)nc2n1	1%	-5%	11%	.	.	i	0.4	0%	2.8%	4%	-2.9%
Cc1cc(C)c(C(=O)CSc2nc3ccccc3c(=O)[nH]2)cc1C	2%	2%	6%	9	744	i	1.1	6%	3.8%	7%	-8.3%
O=C(NCCCN1CCCC1)c1ccc(CS(=O)(=O)c2c(Cl)cccc2Cl)o1	-4%	-13%	19%	0	664	i	1.3	-5%	-0.4%	3%	.
O=C(O)c1nccnc1C(=O)Nc1ccc(Cl)cc1Cl	0%	-7%	11%	-4	852	i	0.3	2%	-2.0%	-5%	.
Cc1ccc(NC(=O)c2cc([N+](=O)[O-])ccc2NCc2cccnc2)cc1	-4%	5%	-15%	.	.	i	0.5	4%	-0.6%	-3%	-1.6%

In the list so far, 4 contain a Cl atom:
SMILES	NS5 inhibitors	LYP phosphatase	NOD2 inhibition	Lipid droplet	Lipid droplet cells 6.5 µM	Myeloid diff 2	Myeloid diff 2 GFP+ MAC1+ %	Siah-1 displacement	HIV fusion peptide	AID2073	XIAP displacement	others
CCOc1cc(S(=O)(=O)N2CCCCC2)ccc1Cl	-2%	-4%	12%	.	.	i	0.8	-3%	-2.1%	15%	-21%
CCCc1cc(=O)n2[nH]c(NCc3ccc(Cl)cc3Cl)nc2n1	1%	-5%	11%	.	.	i	0.4	0%	2.8%	4%	-2.9%
O=C(NCCCN1CCCC1)c1ccc(CS(=O)(=O)c2c(Cl)cccc2Cl)o1	-4%	-13%	19%	0	664	i	1.3	-5%	-0.4%	3%	.
O=C(O)c1nccnc1C(=O)Nc1ccc(Cl)cc1Cl	0%	-7%	11%	-4	852	i	0.3	2%	-2.0%	-5%	.

(cont.)
SMILES	NS5 inhibitors	LYP phosphatase	NOD2 inhibition	Lipid droplet	Lipid droplet cells 6.5 µM	Myeloid diff 2	Myeloid diff 2 GFP+ MAC1+ %	Siah-1 displacement	HIV fusion peptide	AID2073	XIAP displacement	others
CC(C)(C)OC(=O)CNC(=O)c1nc[nH]c1C(=O)NCC(=O)OC(C)(C)C	-2%	-4%	-6%	-3	719	i	0.2	3%	-0.9%	0%	.
O=C1C2C3C=CC(C3)C2C(=O)N1Nc1ccccc1 (centres undefined)	2%	-3%	8%	-24	705	i	1.1	2%	0.9%	-7%	.
O=c1oc2ccccc2c2c1ncn2C1CCCCC1	-1%	0%	9%	-2	748	i	8.4	1%	-0.5%	-4%	2.5%
Cc1cc(C)n(CCNC(=O)C2CCC(=O)N(Cc3ccc(Cl)cc3)C2)n1 (centres undefined)	-14%	-12%	11%	3	771	i	0.0	1%	1.4%	20%	.
COc1cc2c(cc1NC(=O)Nc1ccc(C)cc1)oc1ccccc12	-9%	-5%	-14%	-4	766	i	0.8	-4%	2.0%	10%	-8.6%
Cc1ccc(S(=O)(=O)N(CC(=O)NCc2ccncc2)Cc2ccccc2F)cc1	-1%	-9%	10%	-26	804	i	0.4	11%	1.7%	4%	.
CC(CC(=O)N1CCc2ccccc21)S(=O)(=O)c1ccc2c(c1)NC(=O)CO2 (centres undefined)	1%	-6%	16%	-4	766	i	0.5	-2%	0.3%	10%	.
C=CCc1cccc([C@@H]2[C@@H](C)CC[C@H]3C(=O)N4[C@@H](c5cc(OC)c(OC)c(OC)c5)c5[nH]c6ccccc6c5C[C@H]4C(=O)N23)c1	.	5%	-16%	9	738	.	.	-2%	3.0%	15%	-4.8%
CC1=C(C(=O)Nc2ccc(F)cc2)C(c2cccc(C)c2)n2nc(CCCO)nc2N1 (centres undefined)	-7%	2%	10%	0	662	i	1.9	1%	1.3%	1%	-4.8%
Cc1cc(C)cc(NC(=O)CCc2nc3ccccc3[nH]2)c1	-2%	-3%	-3%	.	.	i	0.1	1%	-2.6%	10%	-2.1%
CCOC(=O)CNC(=O)c1cc(OC)cc(OC)c1	-5%	-7%	4%	0	754	i	0.2	-3%	1.6%	-22%	-4.3%
COc1ccc(S(=O)(=O)N(C)C)cc1NC(=O)CCNC(=O)c1ccco1	-7%	-11%	-7%	-20	759	i	0.3	10%	0.6%	1%	.
CCOc1cc(-c2sc(Nc3ccccc3)n[n+]2C)ccc1OC	-12%	-6%	14%	12	701	i	0.6	-6%	-0.2%	-12%	.
CSc1ccccc1NC(=O)COc1ccc(Cl)cc1Cl	-7%	-1%	0%	-5	648	i	1.1	-1%	2.1%	5%	-1.5%
CCS(=O)(=O)Nc1cccc(-c2ccc3nnc(-c4cccnc4)n3n2)c1	8%	-13%	4%	-14	707	i	1.0	2%	-1.1%	16%	.
Brc1ccc(COn2ccnc2)cc1	-8%	-6%	21%	-2	732	i	0.4	-1%	-1.2%	20%	-2.3%
CCC(=O)Nc1ccc(C2C(=O)c3ccccc3C2=O)cc1	-3%	-7%	-40%	.	.	i	0.2	-1%	-2.6%	4%	.
Cn1c(CNC(=O)CNC(=O)c2ccc(C(C)(C)C)cc2)cc(=O)n(C)c1=O	0%	-8%	9%	-1	736	i	0.4	4%	-0.1%	4%	.
COc1ccc(C(=O)c2coc3ccc(O)c(CN(C)C)c23)cc1	-5%	-6%	8%	.	.	i	2.8	6%	0.0%	?	2.7%
Cc1ccc(C2c3c(oc4ccccc4c3=O)C(=O)N2c2nnc(C(C)C)s2)o1 (centres undefined)	5%	0%	19%	0	577	i	1.5	3%	-0.6%	1%	-2.6%
O=C(/C=C/c1ccccc1[N+](=O)[O-])NC1CCCC1	.	-8%	2%	-18	626	i	0.4	-3%	-0.9%	-10%	-4.6%
Cc1ccc(C)c(OCCCCN2CCCCC2)c1	-12%	-9%	-3%	-6	860	i	0.1	6%	2.3%	-5%	.
COc1ccc(C(=O)C2CCCN(Cc3cccn3-c3cccnc3)C2)cc1OC (centres undefined)	-5%	-5%	10%	-5	668	i	0.1	-1%	0.1%	11%	-9.0%
Cc1c(NC(=O)CC(O)(C(F)(F)F)C(F)(F)F)c(=O)n(-c2ccccc2)n1C	-2%	2%	4%	6	775	i	1.7	2%	-0.7%	4%	-3.5%
COn1c(SCc2ccccc2)nc2ccccc2c1=O	3%	-7%	13%	.	.	i	0.8	-3%	-1.9%	0%	2.8%
Cc1ccc(Cn2cccc2/C=C2/C(=N)N3C=CSC3=NC2=O)cc1	2%	1%	-29%	-1	656	i	1.6	5%	-1.1%	10%	-3.9%
CSCCC(NS(=O)(=O)c1ccc(Cl)cc1)C(=O)OCC(=O)N1CCCc2ccccc21 (centres undefined)	4%	4%	11%	1	479	i	0.4	2%	2.3%	21%	-1.0%
COc1ccc(CN2CCC(Oc3ccc(C(=O)N4CCCCC4)cc3)CC2)cc1C	5%	-7%	-1%	5	808	i	1.3	-3%	0.1%	19%	.
CCOc1ccc(Br)cc1S(=O)(=O)Nc1ccc(C(=O)Nc2ccccc2OC)cc1	3%	3%	10%	-1	715	i	1.2	0%	-1.7%	20%	-5.0%
O=C(O)CCCN1C(=O)c2ccccc2Sc2ncccc21	10%	-9%	8%	-9	825	i	0.1	4%	2.6%	-3%	.
Cc1ccc(C(=O)COC(=O)CNS(=O)(=O)c2ccc(C)cc2)cc1	1%	-7%	-7%	-1	833	i	3.9	11%	0.6%	2%	.
N#Cc1ccc(NC(=O)COC(=O)CSc2nnc(-c3ccc(Cl)cc3)o2)cc1	0%	4%	10%	13	688	i	0.2	0%	6.7%	17%	-9.1%
Cc1cccc(NC(=O)CCN2CCOCC2)c1	-6%	-3%	-5%	.	.	i	0.5	6%	-0.9%	-1%	0.1%
N/C(=N\OC(=O)c1ccc(Cl)c(Cl)c1)c1ccccn1	-10%	-1%	-246%	.	.	i	6.8	4%	-2.9%	8%	-3.7%
COc1ccc(CN(C(=O)Cc2c[nH]c3ccccc23)C(C(=O)NC2CCCCC2)c2ccc(C)o2)cc1 (centres undefined)	-8%	6%	-14%	45	679	i	1.1	-2%	1.0%	7%	1.9%	NS5 inhibitors pilot replicate=-5.4
CCn1c(CNc2nc3ccccc3n2C(C)C)nc2ccccc21	-5%	3%	-34%	-27	553	i	0.8	-3%	0.7%	1%	-9.5%
O=C(COC(=O)COc1ccc(Br)cc1)NCCC1=CCCCC1	-2%	-9%	8%	-17	545	i	0.4	1%	-1.8%	0%	-4.6%

Source: PubChem BioAssay
